Compound activity deposited in PubChem by The Scripps Research Institute Molecular Screening Center.
TPT1 inhibitor: C. albicans TPT1 enzyme inhibition; recombinant caTPT1, FP RNA substrate dephosphorylation; inhibition, % at 5 µM; hit rate 0.81% among 300,000;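 active = inhibition above the mean of all tested compounds plus 3 SD, set per screening campaign, cut at about 24% in these data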;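 also: plate controls were DMSO alone for no effect and ferristatin control at 100 nM for full effect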
PAFAH2 FP inh: inhibitors of human PAFAH2; inhibition, % at 3.39 µM; AID 492956; hit rate 0.99% among 340,000; recombinant PAFAH2, FP-rhodamine activity probe, fluorescence polarization; Q99487;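 active = inhibition above the mean over all tested compounds plus 3 SD, cut at about 30% in these data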;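 also: inhibitors block probe labeling of enzyme so polarization drops; 0% = enzyme with DMSO and 100% = wells lacking PAFAH2 protein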
procasp3 activ: activators of human procaspase-3 | hit rate 0.11% among 330,000 | recombinant procaspase-3 D3A, Ac-DEVD-pNA absorbance 405 nm | activation, % at 8.5 µM | AID 463141;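 active = activation above the mean of all tested compounds plus 3 SD, cut at about 21% in these data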;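 also: 0% = DMSO alone and 100% = DMSO wells spiked with extra 5 µM PC-3 D3A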
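Assay system – Procaspase-3 D3A mutant, all three cleavage aspartates alanine · Controls – DMSO-only low control, 5 µM PC-3 D3A high control · Schedule – 1 h compound preincubation, 2 h substrate hydrolysis at 25 °C · Signal – 405 nm absorbance of p-nitroaniline, reads at 0 and 120 min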
AHR activator: activates the human aryl hydrocarbon receptor; P35869; activation, % at 5 µM; AID 2796; AHR-responsive luciferase reporter cells, luminescence; hit rate 2.5% among 320,000; in the data active = activation above about 47%;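 also: 0% = vehicle wells and 100% = reference agonist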
Target sequence (P35869 whole entry, looked up): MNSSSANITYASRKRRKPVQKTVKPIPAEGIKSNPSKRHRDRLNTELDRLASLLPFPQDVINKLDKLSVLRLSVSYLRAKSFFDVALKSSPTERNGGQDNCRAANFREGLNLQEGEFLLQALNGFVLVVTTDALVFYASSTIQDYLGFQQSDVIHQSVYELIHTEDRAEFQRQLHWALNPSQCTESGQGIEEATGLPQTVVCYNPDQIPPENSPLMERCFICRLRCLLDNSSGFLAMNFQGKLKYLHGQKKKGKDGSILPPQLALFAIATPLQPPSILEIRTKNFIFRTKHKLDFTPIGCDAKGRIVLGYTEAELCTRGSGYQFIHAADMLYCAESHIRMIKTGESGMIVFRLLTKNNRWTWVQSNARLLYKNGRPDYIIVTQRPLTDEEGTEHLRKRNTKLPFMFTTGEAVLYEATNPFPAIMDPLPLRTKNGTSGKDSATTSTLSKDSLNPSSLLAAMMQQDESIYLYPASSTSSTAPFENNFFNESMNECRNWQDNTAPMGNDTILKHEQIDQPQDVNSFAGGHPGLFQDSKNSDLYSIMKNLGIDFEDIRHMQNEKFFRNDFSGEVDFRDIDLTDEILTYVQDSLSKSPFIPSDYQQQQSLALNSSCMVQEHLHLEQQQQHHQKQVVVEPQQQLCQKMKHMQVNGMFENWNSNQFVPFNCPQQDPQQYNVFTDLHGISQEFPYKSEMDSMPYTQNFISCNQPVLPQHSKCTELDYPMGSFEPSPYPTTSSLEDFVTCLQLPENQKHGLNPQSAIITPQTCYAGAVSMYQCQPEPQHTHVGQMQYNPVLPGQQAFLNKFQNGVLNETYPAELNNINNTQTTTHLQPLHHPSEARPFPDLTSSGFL
PP1 inh: PP1-alpha (human) inhibition in PP5 counter-screen; P62136; purified PP1alpha, OMFP fluorescence; inhibition, % at 6.7 µM; hit rate 0.9% among 320,000;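 active = inhibition above the mean inhibition of all tested compounds plus 3 SD, computed separately for each screening campaign, cut at about 15% in these data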
procasp7 counter: activates human procaspase-7, counter-screen for procaspase-3 activators; hit rate 0.093% among 330,000; activation, % at 8.5 µM; recombinant procaspase-7, Ac-DEVD-pNA absorbance 405 nm; D23A/D198A/D206A triple mutant, cannot self-cleave; scale: DMSO 0, 5 µM enzyme 100; P55210;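 active = percent activation above the screen-wide mean plus 3 SD, cut at about 25% in these data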
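Assay system: Uncleavable procaspase-7 mutant enzyme / Input: 2 µM procaspase-7 mutant as dispensed / Dosing: single nominal 8.5 µM compound dose, 0.8% DMSO final / Timing: 1 h enzyme–compound preincubation and 2 h substrate reaction, both 25 °C / Detection: p-Nitroaniline absorbance at 405 nm, read at 0 and 120 min / Replication: singlicate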
core dimer inh: HCV core protein dimerization inhibition | TR-FRET GST/Flag-core106 dimerization, 1536-well | hit rate 0.33% among 300,000 | inhibition, % at 5 µM;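 active = inhibition above the mean of all tested compounds plus 3 SD, set per screening campaign, cut at about 45% in these data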
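System: GST/Flag-tagged HCV core106 proteins. Incubation: compound-protein-antibody incubation 4 h at 22.5 °C. Technique: HTRF with 340 nm excitation, 617/671 nm emission. Medium: KF-containing HEPES buffer, pH 7.45, DTT, CHAPS, BSA. Read-out: inhibition (%) from 671 over 617 nm ratio. Also added: Eu(K)-anti-GST 90 ng/mL plus XL665-anti-Flag 1 µg/mL.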
Fh CTSL1 inh: blocks F. hepatica cathepsin L1 in PFM18AAP counter-screen. recombinant F. hepatica cathepsin L1, Z-Leu-Arg-MCA fluorescence. hit rate 0.49% among 300,000. inhibition, % at 5.96 µM. AID 1906;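 active = inhibition above the mean of all tested compounds plus 3 SD, set per screening campaign, cut at about 17% in these data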;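 also: 0% = plate median of test compound wells and 100% = 1 µM Z-Phe-Ala-diazomethylketone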
PP5 primary: inhibitors of human protein phosphatase 5 (PP5); hit rate 0.18% among 320,000; purified PP5c, OMFP substrate fluorescence; inhibition, % at 6.7 µM;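 active = inhibition above the campaign's mean inhibition across all tested compounds plus 3 SD, cut at about 9.5% in these data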;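 also: 0% = DMSO only and 100% = 100 µM cantharidin control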
An asterisk follows results filed as active; · = not tested or not shown.

SMILES	TPT1 inhibitor	PAFAH2 FP inh	procasp3 activ	AHR activator	PP1 inh	procasp7 counter	core dimer inh	Fh CTSL1 inh	PP5 primary
C=CCn1c(C)cc(C(=O)COC(=O)C2CC(=O)N(Cc3ccccc3)C2)c1C (stereo unspecified)	-1.4	4.7	-7.9	-4.7	1.2	-5.7	13.4	-51.1	1.8
CCOC(=O)C1CCN(S(=O)(=O)c2ccc3c4c2CC(=O)N4CC(C)S3)CC1 (stereo unspecified)	2.9	3.6	1.8	3.4	-2.0	-11.5	4.4	-5.7	2.8
O=C(COc1ccc(S(=O)(=O)N2CCCC2)cc1)N1CCN(c2ccccc2F)CC1	-4.6	-6.6	10.8	3.3	0.3	-4.8	6.3	-1.7	-2.4
Cc1ccc2nc(-c3ccncc3)c(Nc3ccccc3)n2c1	-0.8	-2.9	4.8	4.0	1.2	3.5	0.9	0.3	4.3
Cc1cc2ccccn2c1C(=O)c1ccc(F)cc1	-1.6	0.9	1.9	-8.5	0.9	-9.9	-2.5	1.9	1.5
Cc1cc(C)c(OCC(=O)N(C)CC(=O)Nc2ccc(N3CCOCC3)cc2)c(C)c1	-1.6	-9.5	-1.9	1.7	2.5	-1.0	-3.9	0.1	0.1
CCCCn1c(N)c(N(CC(C)C)C(=O)c2cccc(S(=O)(=O)N(C)c3ccccc3)c2)c(=O)[nH]c1=O	-1.1	10.9	0.3	0.8	0.3	4.7	6.8	2.2	-0.8
O=C(N/N=C/c1cn(-c2ccccc2)nc1-c1cccs1)c1ccc(Cl)cc1	-2.3	-83.8	-0.5	5.0	6.2	-1.6	28.9	-8.6	2.0
COc1ccc(NS(=O)(=O)c2cccc(C(=O)O)c2)cc1S(=O)(=O)N1CCCCC1	·	-2.8	-4.2	1.2	·	5.9	·	·	·
Cn1c(=O)c2c(SCC(=O)N3CCCC3)nc(-c3ccccc3)nc2n(C)c1=O	-0.8	1.3	4.0	2.7	-2.2	7.4	3.6	-0.6	-0.8
CCOc1cc(-c2nnc(-c3ccco3)o2)cc(OCC)c1OCC	-1.0	-0.1	2.3	2.1	2.4	2.3	1.6	-2.3	0.2
COc1ccc(NC(=O)C2CCN(c3nc(-c4ccc(OC)cc4)no3)CC2)cc1	-3.4	-4.4	15.5	-2.9	-0.5	-0.9	10.5	-5.0	2.7
CCN1CCCC1CNC(=O)c1ccccc1Cl (stereo unspecified)	-5.5	-10.1	4.8	5.7	-0.5	11.1	-5.2	-3.4	1.8
O=C(Cc1ccc(Cl)cc1)N/N=C/c1ccncc1	-3.4	-0.8	-4.5	4.8	-2.7	-4.6	0.3	-2.7	1.4
COc1cc(-c2noc(C3CCCN(C(=O)c4c(F)cccc4F)C3)n2)cc(OC)c1OC (stereo unspecified)	-1.0	4.7	5.0	9.2	0.7	1.9	1.5	-2.0	4.2
COc1cccc2cc(C(=O)NCCN3CCOCC3)oc12	-2.3	4.7	-3.3	8.5	-2.3	2.2	-2.2	0.5	1.6
Cn1cccc1/C=C1\SC(=Nc2cccc(O)c2)NC1=O	6.3	-1.2	-3.9	-1.1	0.2	-7.2	-33.5	1.1	2.7
CCN(C(=O)Cc1c(C(=O)O)n(CC)c2ccccc12)c1ccccc1C	1.8	7.9	8.7	2.0	-1.6	4.5	1.1	0.1	1.2
O=C(COC(=O)c1nc(Cl)ccc1Cl)Nc1ccc(Cl)cc1	·	-2.5	-1.2	28.0	2.7	0.9	·	·	0.7
O=c1oc2ccccc2cc1-c1cn(-c2ccccc2)c(=S)[nH]1	16.9	4.9	-24.1	-7.2	0.1	-27.5	-6.2	-0.7	1.6
Cc1cc(OCC(=O)OCC(=O)N2CC(C)CC(C)C2)ccc1Cl (stereo unspecified)	·	8.3	5.3	0.3	-2.5	5.2	·	·	3.5
N#Cc1ccc(N2C(=O)[C@@H]3C(C(=O)C(c4ccccc4)c4ccccc4)=NN[C@@H]3C2=O)cc1	-1.8	3.7	2.5	-3.3	-0.5	6.5	4.3	-0.9	2.8
CCc1ccc(OCc2nnc(SCC(=O)NCC3CCCO3)n2C)cc1 (stereo unspecified)	0.1	-4.3	5.0	-0.4	-0.8	7.6	9.5	3.0	0.7
CCOC(=O)C1CCN(c2ncnc3c2nnn3Cc2ccccc2Cl)CC1	-1.2	9.0	0.6	-0.7	0.1	9.1	-1.5	2.8	-2.0
COC(=O)Nc1ccc2c(c1)N(C(=O)CCN1CCN3CCCC3C1)c1ccccc1S2 (stereo unspecified)	2.6	5.9	0.6	5.4	-2.3	-10.8	-3.2	-3.0	3.9
CCOc1ccccc1NC(=O)N1CCCC1C(=O)Nc1ccc(NC(C)=O)cc1 (stereo unspecified)	6.1	3.1	-3.0	0.0	-1.2	-4.5	-2.6	-0.1	4.0
C/C(=N\Nc1cc(N2CCOCC2)nc(C)n1)c1ccc(F)cc1	1.5	1.6	-1.5	39.4	0.5	15.5	-2.8	-4.3	2.0
CCOC(=O)c1cccc(NC(=O)CCCn2c(=O)c3cccn3c3cccnc32)c1	-1.2	-6.6	-1.6	2.6	-1.6	-0.7	-6.3	0.1	2.1
CCOc1ccc2nc(NC(=O)Nc3cccs3)sc2c1	-1.2	5.5	8.4	95.6*	10.1	3.5	3.9	1.5	1.8
CCN(C(=O)CN1C(=O)NC2(CCc3ccccc32)C1=O)C1CCS(=O)(=O)C1 (stereo unspecified)	·	-9.6	4.3	9.6	-2.2	-3.7	·	·	1.8
COc1ccc(CCNC(=O)COC(=O)C2CC2C)cc1OC (stereo unspecified)	·	-0.6	9.9	-1.3	-2.8	-8.9	·	·	-0.8
COc1ccc(CN2CN(c3ccc(Cl)cc3)C(=O)N(n3cnnc3)C2)cc1	-1.5	-6.3	6.0	0.3	-3.9	-0.4	-1.3	2.3	0.2
O=C(c1cc(=O)[nH]c2ccccc12)N1CCc2ccccc2C1	3.0	-2.2	-2.8	20.2	0.1	2.6	2.1	-2.1	0.0
O=C(NC(c1ccccc1)c1c(O)ccc2ccccc12)c1ccccc1Cl (stereo unspecified)	0.7	6.3	5.1	5.5	6.3	-2.1	10.9	0.9	5.4
O=C(OCC(=O)N1CCCC1=O)c1cc(S(=O)(=O)N2CCOCC2)ccc1F	0.5	2.1	2.2	-0.6	-4.9	2.1	2.4	-2.8	1.9
COC(=O)C1CCN(C(=O)CC(NC(=O)C(F)(F)F)c2cccs2)CC1 (stereo unspecified)	3.0	0.8	-1.8	0.4	-2.0	6.5	4.7	0.5	-1.2
Cc1[nH]n(C)c(=O)c1[N+](=O)[O-]	1.6	-5.4	0.6	3.8	-4.6	2.5	-4.9	6.5	5.2
O=C(COc1ccccc1)OCC(=O)N1CCCc2ccccc21	-5.0	3.4	13.7	-2.4	-10.0	7.6	2.3	-15.6	0.8
COc1ccc(NC(=O)CN2C(=O)C(=O)N(C3CCCC3)C2=O)c(OC)c1	·	-3.8	-1.0	-1.1	·	-9.5	·	·	·
Cc1cc(=O)oc(C)c1C(=O)OCC(=O)c1ccc(Cl)cc1	-1.8	2.0	9.0	-7.9	-0.9	3.9	0.1	1.9	0.9
CC(C)CC(OC(=O)c1nsc(Cl)c1Cl)C(=O)NC1CCCC1 (stereo unspecified)	-1.7	7.0	-0.3	1.1	-2.3	-11.6	-6.2	-14.8	0.7
COc1cccc(CNC(=O)COC(=O)CN2C(=O)NC3(CCCCC3C)C2=O)c1 (stereo unspecified)	·	12.6	13.9	0.5	-6.0	-6.3	·	·	1.6
COCCN(C(=O)c1cc(Cl)nc2ccccc12)c1c(N)n(Cc2ccccc2)c(=O)[nH]c1=O	·	-5.1	4.6	2.1	-5.7	0.1	·	·	4.3
CCC(CC)C(=O)NCCNC(=O)C(CC)CC	-1.1	-0.2	-0.9	3.8	2.7	4.5	-3.3	-3.0	1.7
CCCCNC(=O)COC(=O)c1ccc(C)c(NC(=O)c2ccco2)c1	-2.1	50.3*	-2.2	0.5	-4.4	11.9	-1.1	-1.2	-0.6
Cc1cccc(CNC(=O)Cn2ccc3cc(S(=O)(=O)N4CCCCCC4)ccc32)c1	1.5	2.5	6.4	1.1	3.3	11.8	5.1	1.2	0.4
O=C(O)c1cc(-n2nnnc2SCc2ccc([N+](=O)[O-])cc2)ccc1Cl	-0.6	3.9	3.5	-0.7	-1.6	-6.8	6.0	0.6	0.0
CCN(CC)C(=S)SCC(=O)Nc1nc(-c2ccccc2)c(-c2ccccc2)o1	-2.6	3.3	-1.1	10.3	15.0	3.6	23.8	5.1	2.7
Cc1nc2ccc(Br)cn2c1C(=O)N/N=C\c1ccccc1[N+](=O)[O-]	-9.8	·	-1.2	16.3	-4.4	6.2	0.5	-3.1	-1.1
CO/C=C/C#CC1(O)CCN(C)CC1	-0.5	13.1	3.9	-2.6	-3.9	-9.8	-1.5	6.7	-5.9
CSCC[C@H](NC(=O)OC(C)(C)C)c1nnc(SCc2cccc(F)c2)o1	0.6	-19.5	9.4	10.3	6.6	4.5	8.2	11.9	5.4
FC(F)(F)c1cc(Sc2ccccc2)nc(-c2ccccn2)n1	-1.9	-1.2	-0.4	1.6	-1.3	0.0	3.7	1.0	3.2
CCOC(=O)C1=C(COC(=O)[C@H](C)NS(=O)(=O)c2ccc(NC(C)=O)cc2)NC(=O)NC1C (stereo partly specified)	·	6.4	2.3	-0.7	-1.5	20.0	·	·	-0.8
O=C(CSc1nnc(NC2CCCCC2)s1)NCc1ccco1	0.2	0.9	9.4	1.8	-4.5	14.6	-0.6	-0.6	-0.5
COc1ccc(CCNC(=O)c2c(C)noc2C)cc1	-0.6	3.1	-117.1	-0.7	3.9	10.9	-1.3	-1.1	0.5
Cc1onc(-c2c(F)cccc2Cl)c1C(=O)Nc1nc2ccccc2[nH]1	10.4	-0.4	-5.6	48.4*	-1.3	6.3	3.9	1.2	3.2
N#Cc1ccsc1NC(=O)CN1CCN(c2ccccn2)CC1	0.8	5.8	-11.9	0.6	-2.1	7.0	18.4	-6.8	1.4
CCOC(=O)C1CCN(C(=O)Cn2cc(C(=O)OC)c3ccccc32)CC1	1.3	1.5	3.7	0.4	0.8	8.0	-2.7	2.7	-0.6

Compound profiles, from the list above.
Cn1c(=O)c2c(SCC(=O)N3CCCC3)nc(-c3ccccc3)nc2n(C)c1=O is listed as TPT1 inhibitor: -0.8; PAFAH2 FP inh: 1.3; procasp3 activ: 4.0; AHR activator: 2.7; PP1 inh: -2.2; procasp7 counter: 7.4; core dimer inh: 3.6; Fh CTSL1 inh: -0.6; PP5 primary: -0.8
Cc1onc(-c2c(F)cccc2Cl)c1C(=O)Nc1nc2ccccc2[nH]1 is listed as TPT1 inhibitor: 10.4; PAFAH2 FP inh: -0.4; procasp3 activ: -5.6; AHR activator: 48.4*; PP1 inh: -1.3; procasp7 counter: 6.3; core dimer inh: 3.9; Fh CTSL1 inh: 1.2; PP5 primary: 3.2
